# TNF necrop inh: blocks TNF-alpha induced death of Jurkat FADD-/- cells. 220,000 compounds, 0.068% hits. AID 463075. Jurkat FADD-/- TNF necroptosis rescue, ATP luminescence, 24 h; 0 = TNF only, 100 = no-TNF cells. activation (protection from cell death), % at 10 µM;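 active = activation, meaning protection from cell death, of at least 50% relative to plate controls; inactive = activation below 50%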;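 note: necroptosis triggered by 40 ng/mL TNF-alpha added together with compound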
# Wee1 degr inh: inhibitors of human Wee1 degradation | HeLa Luc-Wee1K328M stability, luciferase luminescence; 100% = proteasome inhibitor MG132 effect | reporter increase, % at 5 µM | 220,000 compounds, 1.2% hits | AID 1321;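 active = activation above the mean of all tested compounds plus 3 SD, set per screening run, cut at about 8.8% in these data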;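 note: cells exposed to compound for 20 h before luminescence read; 0% = DMSO alone and 100% = MG132 at 30 µM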
# FXIIa inh 1536: inhibitors of human coagulation factor XIIa; purified FXIIa, Boc-QGR-AMC fluorogenic substrate, 2 h; inhibition, % at 5 µM; 220,000 compounds, 0.3% hits; in the data active = inhibition above about 40%;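 note: 0% = enzyme with no compound and 100% = blank without enzyme; many of its hits are not listed in these tables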
# Target sequence (P00748 20-372 limits assumed): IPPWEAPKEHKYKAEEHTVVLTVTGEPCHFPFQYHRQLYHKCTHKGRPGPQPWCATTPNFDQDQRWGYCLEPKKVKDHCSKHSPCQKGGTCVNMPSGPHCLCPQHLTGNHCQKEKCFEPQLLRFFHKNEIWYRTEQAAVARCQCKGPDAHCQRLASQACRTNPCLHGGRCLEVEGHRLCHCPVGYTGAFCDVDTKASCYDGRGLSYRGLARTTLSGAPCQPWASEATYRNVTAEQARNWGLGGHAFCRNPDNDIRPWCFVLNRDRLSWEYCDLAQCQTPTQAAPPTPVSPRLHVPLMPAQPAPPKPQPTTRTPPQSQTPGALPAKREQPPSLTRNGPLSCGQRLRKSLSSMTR
# Target sequence (P00748 373-615 limits assumed): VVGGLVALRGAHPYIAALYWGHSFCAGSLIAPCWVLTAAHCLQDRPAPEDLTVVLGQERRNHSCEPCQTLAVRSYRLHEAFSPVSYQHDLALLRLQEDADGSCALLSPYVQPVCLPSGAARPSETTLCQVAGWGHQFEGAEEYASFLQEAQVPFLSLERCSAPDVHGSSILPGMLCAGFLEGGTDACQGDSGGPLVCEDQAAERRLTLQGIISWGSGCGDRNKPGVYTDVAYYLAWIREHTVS
# FXIa inh: blocks human coagulation factor XIa protease activity. P03951. purified FXIa, Boc-Glu-Ala-Arg-AMC fluorogenic substrate. inhibition, % at 5 µM. 220,000 compounds, 0.14% hits. AID 798;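 active = inhibition of at least 40%; inactive = inhibition below 40%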;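 note: fluorescence of freed AMC excited at 355 nm; 0% = enzyme without compound and 100% = no enzyme blank; many of its hits are not listed in these tables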
# L929 necroptosis: L929 zVAD cell death inhibition; L929 zVAD necroptosis rescue, ATP luminescence, 24 h; with zVAD 60 µM; viability rescue, % at 10 µM; 220,000 compounds, 0.38% hits;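 active = activation, scaled between plate controls, above about 75%, limit read from the data; inactive = activation under that limit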;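 note: 0% = zVAD with DMSO and 100% = DMSO alone without zVAD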
# CHOP inhibitor: inhibitors of CHOP induction in ER stress response; inhibition, % at 10 µM; CHO-K1 CHOP-promoter luciferase, tunicamycin-induced, 15-18 h; 220,000 compounds, 3.8% hits;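 active = compounds that reduced the stress-induced luciferase reporter signal by more than about 70% of percent inhibition, limit read from the data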;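 note: 0% = tunicamycin plus vehicle and 100% = wells without tunicamycin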
# Tb hexokinase: T. brucei hexokinase 1 inhibition; 220,000 compounds, 0.11% hits; AID 1430; inhibition, % at 10 µM; recombinant TbHK1, G6PDH-coupled NADH A340;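 active = inhibition of 50% or more in the single-dose primary screen; inactive = inhibition below 50%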
# EP2 antag: EP2 receptor (human) inhibition; P43116; C6 glioma cells expressing human EP2, cAMP TR-FRET; cells stimulated with saturating PGE2; inhibition, % at 25 µM; 260,000 compounds, 0.52% hits;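 active = percent inhibition above 40 after rounding to a whole number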;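 note: rat C6 glioma host cells with rolipram phosphodiesterase inhibitor present; the protocol text gives 20 µM as final concentration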
# Target sequence (P43116 whole entry, looked up): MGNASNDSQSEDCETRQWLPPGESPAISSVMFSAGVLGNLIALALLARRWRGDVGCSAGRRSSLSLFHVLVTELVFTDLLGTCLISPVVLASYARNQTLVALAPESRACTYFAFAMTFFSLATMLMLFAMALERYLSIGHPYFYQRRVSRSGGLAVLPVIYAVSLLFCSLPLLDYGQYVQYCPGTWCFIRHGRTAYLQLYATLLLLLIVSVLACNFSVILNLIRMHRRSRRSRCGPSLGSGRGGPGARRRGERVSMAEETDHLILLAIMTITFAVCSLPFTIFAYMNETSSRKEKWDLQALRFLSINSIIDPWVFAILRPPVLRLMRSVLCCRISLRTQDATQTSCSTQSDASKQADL
# PPC-1+TRAIL kill: PPC-1 cancer cell killing with TRAIL present | PPC-1 cells + TRAIL, ATPLite viability luminescence | cell killing (% activity), % at 4 µM | 220,000 compounds, 0.41% hits;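 active = cell killing above 50% in the first pass at 4 µM, then a duplicate retest at 5 µM averaging 50% or more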;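 note: plate controls were cells with TRAIL plus DMSO for no effect and medium-only wells lacking cells for full effect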
# * = called active by the depositor; / = not tested or not shown. These rows are one share of the data. The share of hits here may be higher or lower than overall.
SMILES,TNF necrop inh,Wee1 degr inh,FXIIa inh 1536,FXIa inh,L929 necroptosis,CHOP inhibitor,Tb hexokinase,EP2 antag,PPC-1+TRAIL kill
Cn1c(=O)c(=O)n(C)c2cc(S(=O)(=O)N3CCCCCC3)ccc21,0.1,0.2,12.2,-1.8,0.9,-1.1,-17.7,8.8,0.4
CCn1nc(C)c(/C=C/C(=O)Nc2ccc(C)cc2C)c1C,0.2,-0.5,3.2,-7.0,0.5,5.6,29.3,7.9,16.0
O=C(c1cc2ccccc2oc1=O)N1CCN(Cc2ccc3c(c2)OCO3)CC1,1.3,1.3,4.0,2.6,1.0,29.5,-4.3,13.2,29.5
Cc1ccc(NC(=O)CN2C(=O)C3C4C=CC(C4)C3C2=O)cc1 (stereo not given),1.2,-2.6,5.5,-1.7,2.5,-0.1,-2.8,4.5,-13.0
CCOc1ccc(CCNC(=O)CN(C)S(=O)(=O)c2cccc3nsnc23)cc1OCC,0.8,-0.6,28.4,10.5,1.6,0.6,-4.8,10.1,6.2
CC(C)CC(=O)Nc1cccc(-c2nc3ccccc3o2)c1,-4.0,1.4,12.8,3.2,0.3,29.8,25.9,5.7,-8.6
CC1CCCCN1C(=O)C12CCC(C)(C(=O)C1)C2(C)C (stereo not given),-0.8,1.7,-0.7,-10.1,1.2,17.9,0.5,8.4,16.2
CSc1cccc(NC(C)=O)c1,2.2,2.8,0.1,-5.0,0.5,7.7,-0.8,3.9,1.1
Cn1c(=O)[nH]c(=O)c2c1nc(N1CCOCC1)n2CCSc1nnnn1-c1ccccc1,-1.0,-0.6,9.4,0.7,0.3,-0.9,5.8,3.3,21.3
CC(=O)Nc1cc(C(=O)N(C)Cc2ccco2)ccc1Sc1ccc(Cl)cc1,1.9,7.1,10.9,3.8,0.6,6.7,-2.2,3.9,1.5
Cc1cc(NC(=O)COC(=O)c2cc(S(=O)(=O)N(C)c3ccccc3)ccc2Cl)no1,-2.0,-1.7,13.7,0.8,0.3,15.1,1.8,1.9,5.9
Cc1[nH]c2ccc(Br)cc2c(=S)c1C/C=C/Cl,-2.2,-1.4,10.3,0.8,0.3,11.5,-17.2,15.0,-4.6
O=C(c1ccc(Cl)c(S(=O)(=O)N2CCCCCC2)c1)N1CCCC1,4.3,0.2,6.1,2.4,0.5,1.3,-4.3,12.1,1.9
CCOc1ccccc1NC(=O)C(OC(=O)c1ccc(N(C)C)cc1)c1ccccc1 (stereo not given),-0.3,-2.2,16.8,5.2,5.0,-5.7,-6.4,7.7,14.2
CCCOc1ccc(C(=O)Nc2c[nH]c(=O)[nH]c2=O)cc1,-3.5,0.2,10.3,15.7,0.1,-5.3,-1.6,6.1,9.2
CCN1CCN(C(=O)c2nn(-c3ccc(OC)cc3)c(=O)c3c2c2ccccc2n3C)CC1,-0.4,-2.2,13.0,4.4,/,-38.9,-21.5,10.9,-1.0
CN(Cc1ccccc1)C(=O)c1ccccc1NC(=O)C1CC1,-1.1,-2.4,6.7,-0.7,0.6,6.0,-0.1,1.5,9.8
COc1ccc(C(=O)Nc2cc3c(cc2C#N)OCO3)cc1S(=O)(=O)NCc1ccco1,0.0,-4.7,12.1,2.3,1.3,18.0,9.6,10.0,14.0
O=C(Nc1nnc(C(F)(F)F)s1)c1ccc(N2C(=O)C3C4C=CC(C4)C3C2=O)cc1 (stereo not given),0.1,2.4,8.6,4.9,-0.7,-6.8,-11.6,13.5,17.5
COc1ccc(C2CC(c3ccc(Br)cc3)=NN2C(=S)Nc2ccccc2)cc1 (stereo not given),0.9,-3.1,12.2,-0.7,4.5,-5.3,-22.3,11.1,-7.0
O=C(CCn1c(=O)[nH]c2ccsc2c1=O)N1CCN(c2cccc(Cl)c2)CC1,-2.7,-0.8,16.1,3.8,0.4,11.6,4.4,15.0,17.1
O=C(c1cc(S(=O)(=O)N2CCC3(CC2)OCCO3)ccc1F)N1CCCCC1,1.4,1.8,4.6,-1.0,-0.5,3.9,1.2,5.7,-6.2
CCN1CCN(c2cc(C)c3cc(NC(=O)c4cnccn4)ccc3n2)CC1,1.0,/,9.2,-0.2,1.8,-15.0,-31.7,14.5,13.6
COC(=O)C1=C(COc2ccc(C=O)cc2OC)NC(=O)NC1c1cc(C)ccc1C (stereo not given),-1.5,-1.4,15.4,17.8,-0.1,-10.3,2.4,11.2,-2.4
CCN(CC)Cc1c(O)ccc2c1O/C(=C\C=C\c1ccccc1)C2=O,-21.3,3.0,12.7,17.9,2.7,-0.2,-21.9,8.2,28.3

# (list continues)
SMILES,TNF necrop inh,Wee1 degr inh,FXIIa inh 1536,FXIa inh,L929 necroptosis,CHOP inhibitor,Tb hexokinase,EP2 antag,PPC-1+TRAIL kill
O=C(O)Cn1c(SCc2cccc3ccccc23)nc2ccccc21,-1.0,-0.9,12.5,1.9,0.1,20.2,-8.6,6.5,-3.3
COc1cc(C)ccc1OCCOc1c(C)cc(Cl)cc1Cl,1.1,3.1,8.1,5.7,0.7,41.7,-7.4,0.5,-15.1
CCNC(=O)CC1S/C(=N/N=C(\C)c2ccccc2)NC1=O (stereo not given),-2.6,-2.0,6.2,0.5,0.0,10.3,-18.8,9.2,17.8
O=C(c1cc2ccccc2o1)N1CCN(S(=O)(=O)/C=C/c2ccccc2)CC1,2.6,-2.4,6.5,-1.9,2.0,30.9,0.2,7.9,20.8
Cn1cnc([N+](=O)[O-])c1Oc1cccc2ccccc12,-4.4,0.7,8.0,6.6,-0.3,67.0,-6.7,0.2,16.6
O=C(Nc1ccc(NC(=O)C23CC4CC(CC(C4)C2)C3)cc1)c1cc(F)c(F)cc1Cl,2.4,0.8,4.8,-5.2,2.4,11.1,1.3,8.3,8.9
O=C(CN1CCCC1)NCC1(c2ccccc2)CCOCC1,-2.0,2.8,15.7,3.8,0.1,-19.5,-3.1,1.3,-30.4
NC(=S)Nc1cccc2cc3ccccc3cc12,-11.7,-2.3,21.8,5.8,-0.4,11.6,-7.1,4.0,30.3
COc1cc(CCNC(=O)c2cnn3ccccc23)cc(OC)c1OC,-6.3,0.7,0.9,-10.8,1.7,30.4,-12.8,11.1,6.0
O=[N+]([O-])c1ccc(/C=N/n2cnc3ccccc32)s1,-9.7,-2.6,7.3,2.5,20.4,83.2*,24.3,19.3,5.7
CC(C1CC2CCC1C2)n1c(-c2ccco2)n[nH]c1=S (stereo not given),-0.5,3.0,12.0,2.9,-1.2,-28.8,-0.3,1.0,5.4
C/C(=C\C(=O)c1ccc(F)cc1)NCc1ccc2c(c1)OCO2,5.9,-1.4,26.2,7.0,-0.5,1.3,-15.1,16.3,5.1
O=C(Nc1ccc2oc(-c3ccccc3F)nc2c1)c1ccc2c(c1)OCCO2,-2.5,2.4,12.5,-4.6,1.9,-9.1,13.7,16.4,6.9
O=C(c1ccco1)N1CCN(c2ccc(S(=O)(=O)N3CCCC3)cc2)CC1,1.4,-0.5,10.1,-3.5,-0.1,-2.3,5.7,4.6,-8.1
CC(=O)Nc1ccc(/C=N/NC(=O)CNS(=O)(=O)c2ccccc2)cc1,1.6,-1.9,11.3,-2.2,1.3,6.3,-4.2,1.7,5.0
Cc1ccc(S(=O)(=O)N2CCCCC2C(=O)N2CCN(Cc3ccccc3)CC2)cc1 (stereo not given),-2.6,0.7,17.5,3.9,0.2,-13.3,-6.4,5.3,-4.0
Cc1[nH]n(-c2ccccc2)c(=O)c1C=NC1CCCCC1,2.6,0.8,10.8,-0.2,75.1*,-13.1,-2.3,2.8,16.2
O=C(Oc1ccc(Cl)c2ccccc12)N1CCCCC1,-0.9,-1.0,9.8,-1.9,0.1,-27.3,3.3,8.6,10.6
Cc1cccc(Nc2nnc(-c3ccc(N4CCOCC4)c([N+](=O)[O-])c3)c3ccccc23)c1,0.4,0.4,4.8,-9.2,72.2,52.5,-7.6,8.0,34.2
CCOC(=O)C(C)n1cnc2c(nnn2Cc2ccc(C)cc2)c1=O (stereo not given),-0.6,-2.5,3.9,-0.5,/,25.0,1.1,7.1,18.9
COc1ccc(S(=O)(=O)Nc2ccccc2C(N)=O)cc1OC,-0.2,3.9,6.5,1.1,1.8,2.2,-5.4,4.7,6.4
CCCc1c(C(=O)NNc2ccccc2OC)cnn1-c1ccccc1,-2.0,-0.1,8.3,5.1,0.8,-1.9,-4.7,14.0,-3.1
Nc1nc(-c2ccc(Cl)cc2)nn1C(=O)c1ccco1,-1.5,-3.1,10.0,0.5,9.1,-18.3,1.6,5.4,18.5
CCOC(=O)c1[nH]c2ccccc2c1NC(=O)c1ccc(S(=O)(=O)N(C)C)cc1,-0.7,2.1,7.0,0.3,/,-11.4,-5.4,7.4,2.8
COC(=O)c1ccc(S(=O)(=O)NCc2ccccc2)n1C,1.8,-0.6,16.9,13.2,0.7,15.6,4.3,3.9,-0.8

# Next part.
SMILES,TNF necrop inh,Wee1 degr inh,FXIIa inh 1536,FXIa inh,L929 necroptosis,CHOP inhibitor,Tb hexokinase,EP2 antag,PPC-1+TRAIL kill
CCCCNC(=S)NCCN1CCCCC1,-0.5,-3.1,14.6,7.2,-0.9,11.3,1.7,10.2,20.8
Cc1nc2ccc(NC(=O)N3CCN(c4ccccn4)CC3)cc2s1,0.6,-1.8,15.4,0.1,1.1,26.9,4.8,11.6,2.9
COc1ccc(N2CCN(c3nc(-c4cccs4)nc4ccccc34)CC2)cc1,-0.7,4.9,10.2,1.2,0.0,-0.1,-21.8,4.0,3.9
Cc1cc2nnc(SCC(=O)N(C)C3CCS(=O)(=O)C3)n2c2ccccc12 (stereo not given),0.6,0.9,14.4,7.1,-0.3,7.3,2.7,11.2,31.5
COc1ccc(CNC(=O)COC(=O)c2cncc(Br)c2)cc1,0.1,-2.1,8.9,-2.8,0.1,-11.8,5.5,1.2,10.4
CC(C)c1nc2sc3ccccc3c(=O)c2c(=O)n1Cc1ccccc1,-1.3,-1.4,5.1,-5.9,1.2,11.1,5.1,13.2,-9.8
CCCCC1(C)NC(=O)c2c(C)sc(C(=O)OCC)c2N1 (stereo not given),0.5,-3.3,13.0,4.6,-0.5,31.4,-3.1,18.0,5.7
CN(C)CC(C)(C)NS(=O)(=O)c1ccc(Cl)cc1,-0.2,3.6,-4.8,0.2,0.0,-12.4,0.3,4.6,10.1
Cc1n[nH]c(=S)n(/N=C/c2cccc([N+](=O)[O-])c2)c1=O,0.7,2.5,7.3,4.9,0.3,13.8,-18.8,14.7,-3.9
Cc1ccc(C(=O)N2CCN(Cc3ccc4c(c3)OCO4)CC2)cc1[N+](=O)[O-],0.8,-0.2,6.1,-7.2,0.7,15.1,1.0,4.4,7.4
Cc1cc(-c2nc(C)c(C(=O)NNS(=O)(=O)c3cccc(C(F)(F)F)c3)s2)no1,3.0,-1.6,6.8,5.2,0.1,-5.2,-8.2,13.4,15.4
COc1ccc(OC)c2sc(NC(=O)C3COc4ccccc4O3)nc12 (stereo not given),1.4,5.0,/,/,1.3,/,-11.4,6.5,/

# Another view of 4 compounds above.
SMILES | TNF necrop inh | Wee1 degr inh | FXIIa inh 1536 | FXIa inh | L929 necroptosis | CHOP inhibitor | Tb hexokinase | EP2 antag | PPC-1+TRAIL kill
Cc1nc2ccc(NC(=O)N3CCN(c4ccccn4)CC3)cc2s1 | 0.6 | -1.8 | 15.4 | 0.1 | 1.1 | 26.9 | 4.8 | 11.6 | 2.9
COc1ccc(N2CCN(c3nc(-c4cccs4)nc4ccccc34)CC2)cc1 | -0.7 | 4.9 | 10.2 | 1.2 | 0.0 | -0.1 | -21.8 | 4.0 | 3.9
Cc1cc2nnc(SCC(=O)N(C)C3CCS(=O)(=O)C3)n2c2ccccc12 (stereo not given) | 0.6 | 0.9 | 14.4 | 7.1 | -0.3 | 7.3 | 2.7 | 11.2 | 31.5
COc1ccc(CNC(=O)COC(=O)c2cncc(Br)c2)cc1 | 0.1 | -2.1 | 8.9 | -2.8 | 0.1 | -11.8 | 5.5 | 1.2 | 10.4
